# ASK1 inh = inhibitors of human ASK1 kinase; Q99683; AlphaScreen MKK6 phosphorylation by ASK1, luminescence; inhibition, % at 7.44 µM; hit rate 0.99% among 22,000; in the data active = inhibition above about 35%;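 also: 0% = median of compound wells and 100% = no enzyme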
# ULK1 primary = human ULK1 kinase inhibition, primary screen | AlphaScreen Atg13 phosphorylation by ULK1, luminescence | inhibition, % at 5.96 µM | hit rate 1.9% among 30,000 | AID 1259251; in the data active = inhibition above about 43%;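 also: 0% = median of compound wells and 100% = no enzyme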
# Target sequence (O75385 whole entry, looked up): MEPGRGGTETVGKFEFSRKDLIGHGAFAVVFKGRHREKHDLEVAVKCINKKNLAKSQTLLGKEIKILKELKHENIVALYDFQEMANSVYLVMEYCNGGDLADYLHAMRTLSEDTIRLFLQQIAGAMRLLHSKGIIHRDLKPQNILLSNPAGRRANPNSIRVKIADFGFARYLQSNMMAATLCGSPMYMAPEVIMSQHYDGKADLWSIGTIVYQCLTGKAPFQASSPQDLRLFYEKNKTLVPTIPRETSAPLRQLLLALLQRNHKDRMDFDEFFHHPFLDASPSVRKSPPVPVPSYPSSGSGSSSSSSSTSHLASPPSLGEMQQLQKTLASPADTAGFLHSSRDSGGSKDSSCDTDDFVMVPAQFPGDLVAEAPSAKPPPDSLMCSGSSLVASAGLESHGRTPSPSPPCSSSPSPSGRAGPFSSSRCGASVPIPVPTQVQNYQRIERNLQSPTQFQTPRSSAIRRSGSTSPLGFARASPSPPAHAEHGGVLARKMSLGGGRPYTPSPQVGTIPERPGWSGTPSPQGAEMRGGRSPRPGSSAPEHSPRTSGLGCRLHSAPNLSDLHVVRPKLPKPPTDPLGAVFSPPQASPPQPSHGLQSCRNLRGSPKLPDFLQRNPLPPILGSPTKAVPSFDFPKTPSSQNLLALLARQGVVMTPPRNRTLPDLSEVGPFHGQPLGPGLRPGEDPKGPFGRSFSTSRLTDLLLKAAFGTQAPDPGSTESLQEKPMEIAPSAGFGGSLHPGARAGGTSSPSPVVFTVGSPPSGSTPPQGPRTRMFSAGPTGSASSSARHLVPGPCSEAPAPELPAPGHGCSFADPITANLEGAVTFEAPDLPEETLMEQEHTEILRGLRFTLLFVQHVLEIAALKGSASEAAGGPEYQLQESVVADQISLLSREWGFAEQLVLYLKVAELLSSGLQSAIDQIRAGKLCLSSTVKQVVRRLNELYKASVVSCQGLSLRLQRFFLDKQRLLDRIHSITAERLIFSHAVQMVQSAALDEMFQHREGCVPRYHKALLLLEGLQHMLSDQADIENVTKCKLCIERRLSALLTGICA
# The depositor's hits bear a star; · = no result given. This is a random part of the collection (roughly 2.2% active in at least one column).
# A first look, two compounds:
cpd | ASK1 inh | ULK1 primary | SMILES
1 | · | 4 | CC(C)(C)c1ccc(C(=O)N2CCCN(c3ccc(S(C)(=O)=O)cc3)CC2)cc1
2 | 2 | -9 | c1ccc(CNc2nc(-c3ccccc3)nc3c2ncn3C2CCCCC2)cc1

# The listing, previewed entries included:
cpd | ASK1 inh | ULK1 primary | SMILES
1 | · | 4 | CC(C)(C)c1ccc(C(=O)N2CCCN(c3ccc(S(C)(=O)=O)cc3)CC2)cc1
2 | 2 | -9 | c1ccc(CNc2nc(-c3ccccc3)nc3c2ncn3C2CCCCC2)cc1
3 | · | -8 | OCCN(CCO)c1nc(N2CCCCC2)c2nc(N(CCO)CCO)nc(N3CCCCC3)c2n1
4 | -4 | -2 | Brc1ccc2nc(Nc3ccc(-n4cnc(N5CCOCC5)n4)cc3)ncc2c1
5 | 1 | -16 | Cn1cc(-c2ccncc2)cc(NC(=O)C2COc3ccc4ccccc4c3O2)c1=O (centres undefined)
6 | 7 | 3 | Cc1ncn(-c2ccc(Nc3ncc4cccc(-c5cccc6c5cnn6C)c4n3)cc2)n1
7 | · | -13 | Cc1ncc(COP(=O)(O)O)c(C=O)c1O
8 | -13 | -4 | Nc1cccc(-c2cc(NCc3ccccc3)ncn2)c1
9 | 19 | -13 | COc1ccc(-c2nc(Nc3cc(OC)c(OC)c(OC)c3)c3ncn(CCN4CCCC4=O)c3n2)cn1
10 | · | -5 | Cc1cccc(OCC(=O)NNC(=S)NCc2ccccc2)c1

# In the list so far, 2 have a carbonyl joined to an NH by a bond outside any ring:
cpd | ASK1 inh | ULK1 primary | SMILES
5 | 1 | -16 | Cn1cc(-c2ccncc2)cc(NC(=O)C2COc3ccc4ccccc4c3O2)c1=O (centres undefined)
10 | · | -5 | Cc1cccc(OCC(=O)NNC(=S)NCc2ccccc2)c1

# Other structures follow.
cpd | ASK1 inh | ULK1 primary | SMILES
11 | · | 12 | O=C(CN1C(=O)NC2(CCN(Cc3ccccc3)CC2)C1=O)Nc1ccc(F)cc1
12 | -3 | -3 | CC(=O)c1cccc(-c2nc(C(=O)Nc3ccccc3)cs2)c1
13 | -19 | -1 | CC(=O)c1cccc(-c2cncc(C(=O)NCCN(C(C)C)C(C)C)c2)c1
14 | · | 4 | CCOC(=O)N1c2ccc(C(F)(F)F)cc2[C@@H](N(Cc2cc(C(F)(F)F)cc(C(F)(F)F)c2)C(=O)OC)C[C@H]1CC
15 | · | -3 | COc1ccc2nc(C)cc(N/N=C/c3cccc(OC)c3O)c2c1
16 | 0 | -8 | O=C(NCCN1CCOCC1)c1cncc(-c2csc3ccccc23)c1
17 | -15 | 1 | c1ccc(OCCNc2nc(Nc3ncccn3)nc3c2ncn3C2CCCCC2)cc1
18 | 12 | 13 | O=C(NCCc1ccc(O)cc1)c1csc(Nc2ccc(N3CCOCC3)cc2)n1
19 | 37* | 32 | CN(C)c1cccc(Nc2nc(NCCc3ccc(O)cc3)c3ncn(Cc4ccc(C(F)(F)F)cc4)c3n2)c1
20 | · | 4 | CCN(CC)c1cc(-c2ccncc2)nc(-c2ccccn2)n1
21 | 4 | 11 | O=C(NCc1ccccc1)c1ccnc(N2CCN(c3ccccn3)CC2)c1
22 | · | 2 | CCCCCCCCCCCCSCCOCCO
23 | · | 5 | CCNC(=O)c1ccc([N+](=O)[O-])c(C)c1
24 | -38 | 4 | CCCNc1nc(N(CC)CC)nc(N2CCc3ccccc3C2)n1
25 | 13 | 26 | Cc1ccc(-c2cccc3cnc(NC4CCN(C(=O)N5CCCC5)C4)nc23)cn1 (centres undefined)
26 | · | 5 | COc1cccc(/C=C2/C=C(c3ccc(OC)c(OC)c3)OC2=O)c1
27 | -2 | -25 | CS(=O)(=O)Nc1ccc(-c2cnc3cccc(Nc4cc(-c5ccccc5)ccn4)c3c2)cc1
28 | -12 | 5 | Cc1nn(C)c(C)c1-c1nc2ncnc(NCCOc3ccccc3)c2[nH]1
29 | -14 | -2 | O=C(c1cccnc1)N1CCC(Oc2ccc(Cl)cc2)CC1
30 | -9 | 6 | COc1ccc(-c2nc3c(Nc4ccc(NC(C)=O)cc4)ncnc3n2C(C)C)cn1
31 | 7 | 9 | CN1CCN(C(=O)c2ccc(-c3nc4ccc(C(=O)NCc5ccccc5)cc4s3)cc2)CC1
32 | -18 | 1 | Cc1cc(NC2CC2)nc(Oc2ccccc2)n1
33 | -19 | -5 | CC(C)n1cnc2c(NCCOc3ccccc3)nc(Nc3ccncc3)nc21
34 | -6 | 7 | O=C(NCc1nc2ccccc2[nH]1)c1cccc(Nc2cccnc2)n1
35 | 2 | -29 | COc1ccc(Cn2cc(Nc3nc(C4COc5ccc(OC)cc5C4)nc4ccccc34)cn2)cc1 (centres undefined)
36 | 3 | 4 | Oc1ccc(CCNc2nc(NCCN3CCOCC3)nc3c2ncn3-c2ccccc2)cc1
37 | -15 | -13 | Cn1nccc1-c1ncoc1-c1ccnc(Nc2ccc(N3CCOCC3)cc2)c1
38 | 9 | 18 | c1ccc(OCCNc2nc(Nc3cccnc3)nc3c2ncn3-c2ccsc2)cc1
39 | · | 5 | NS(=O)(=O)c1cc(C2(O)NC(=O)c3ccccc32)ccc1Cl (centres undefined)
40 | 11 | -21 | Cc1ncn(-c2ccc(Nc3cc(-c4noc(C)c4-c4cnn(C)c4)ccn3)cc2)n1
41 | 13 | 9 | O=C1CCCN1CCn1cnc2c(NCCO)nc(N3CCC(N4CCOCC4)CC3)nc21
42 | · | 9 | CCN(CC)C(=O)C1CCN(Cc2ccc(F)cc2)CC1
43 | 5 | 24 | CNC(=O)c1ncccc1Nc1cc(Nc2ccc3[nH]ncc3c2)ncc1C(F)(F)F
44 | -4 | 4 | CC(C)n1cnc2c(NCCO)nc(N3CCN(c4ccccn4)CC3)nc21
45 | · | 55* | O=C(NCCc1ccccc1)c1ccc2cncc(-c3ccccc3)c2n1
46 | -22 | -10 | O=C(Nc1ccccc1)c1ccc2nc(Nc3ccc(C(F)(F)F)cc3)sc2c1
47 | · | 4 | CC(C)(C)OC(=O)N1C(C(=O)O)CSC1c1ccc(F)cc1 (centres undefined)
48 | 1 | 11 | O=C(NCCCN1CCCC1=O)c1cccc(Nc2ccc3ncccc3c2)c1
49 | · | -9 | CCN(CC)S(=O)(=O)c1ccc(Cl)c(C)c1
50 | 4 | -19 | O=C(NCCCN1CCCC1=O)c1cc(Nc2ccc(C(F)(F)F)cc2)nc2ccccc12

# An excerpt from above in order of the ASK1 inh value, lowest first:
cpd | ASK1 inh | ULK1 primary | SMILES
44 | -4 | 4 | CC(C)n1cnc2c(NCCO)nc(N3CCN(c4ccccn4)CC3)nc21
43 | 5 | 24 | CNC(=O)c1ncccc1Nc1cc(Nc2ccc3[nH]ncc3c2)ncc1C(F)(F)F
41 | 13 | 9 | O=C1CCCN1CCn1cnc2c(NCCO)nc(N3CCC(N4CCOCC4)CC3)nc21

# Next results follow.
cpd | ASK1 inh | ULK1 primary | SMILES
51 | -4 | 5 | Cc1[nH]ncc1-c1ccc(NC(=O)C2COc3c(F)cccc3C2)c(OCCN(C)C)c1 (centres undefined)
52 | · | -8 | Fc1ccc(-c2cc(N3CCOCC3)nc(-c3ccccn3)n2)cc1
53 | -13 | 15 | Cc1cnc(Nc2ccncc2)nc1NCc1cccc(C(F)(F)F)c1
54 | 13 | 9 | c1ccc(Nc2nc(NCc3cccnc3)c3ncn(C4CCCCC4)c3n2)cc1
55 | 5 | 0 | O=C(NCCN1CCOCC1)c1csc(Nc2ccc(C(F)(F)F)cc2)n1
56 | -12 | 82* | CC(=O)Nc1ccccc1Nc1cc(Nc2ccc3c(c2)CC(=O)N3)ncc1C(F)(F)F
57 | · | -9 | COc1cccc(NC(=O)CN(c2cc(OC)ccc2OC)S(C)(=O)=O)c1
58 | · | 3 | Cc1cc(N2CCN(C)CC2)nc(N2CCN(S(=O)(=O)c3ccc(F)cc3)CC2)n1
59 | -10 | -7 | O=C(/C=C/c1ccccc1Cl)Nc1ccc2[nH]ncc2c1
60 | · | -18 | COC(CNc1cc(-c2ccccn2)nc(-c2ccccc2)n1)OC

# Grouped by structure: the compounds so far containing a CF3 group.
cpd | ASK1 inh | ULK1 primary | SMILES
14 | · | 4 | CCOC(=O)N1c2ccc(C(F)(F)F)cc2[C@@H](N(Cc2cc(C(F)(F)F)cc(C(F)(F)F)c2)C(=O)OC)C[C@H]1CC
19 | 37* | 32 | CN(C)c1cccc(Nc2nc(NCCc3ccc(O)cc3)c3ncn(Cc4ccc(C(F)(F)F)cc4)c3n2)c1
43 | 5 | 24 | CNC(=O)c1ncccc1Nc1cc(Nc2ccc3[nH]ncc3c2)ncc1C(F)(F)F
46 | -22 | -10 | O=C(Nc1ccccc1)c1ccc2nc(Nc3ccc(C(F)(F)F)cc3)sc2c1
50 | 4 | -19 | O=C(NCCCN1CCCC1=O)c1cc(Nc2ccc(C(F)(F)F)cc2)nc2ccccc12
53 | -13 | 15 | Cc1cnc(Nc2ccncc2)nc1NCc1cccc(C(F)(F)F)c1
55 | 5 | 0 | O=C(NCCN1CCOCC1)c1csc(Nc2ccc(C(F)(F)F)cc2)n1
56 | -12 | 82* | CC(=O)Nc1ccccc1Nc1cc(Nc2ccc3c(c2)CC(=O)N3)ncc1C(F)(F)F

# Next section.
cpd | ASK1 inh | ULK1 primary | SMILES
61 | -11 | -16 | c1ccc(Oc2nc(NCCN3CCOCC3)c3ncn(-c4ccccc4)c3n2)cc1
62 | 3 | -2 | O=C(NCCOc1ccccc1)c1cccc(N2CCc3ccccc3C2)n1
63 | · | 6 | CC(=O)N[C@@H](CC(=O)N[C@H](CCC(=O)O)C(=O)O)C(=O)O
64 | -4 | 2 | CN(C)CCOc1cc(-c2cn[nH]c2)ccc1NC(=O)[C@H]1COc2ccccc2O1
65 | · | 8 | COc1ccc(Nc2cc(-c3cncc(-c4cccs4)c3)nc(C)n2)cc1
66 | -23 | -11 | Cc1nn(C)c(C)c1-c1nc(NCCN2CCOCC2)c2ncn(CCN3CCCC3=O)c2n1
67 | -29 | 27 | Cc1cnc(Nc2ccncc2)nc1Nc1ccccc1
68 | · | -15 | CCSC(C)CC1C/C(=N/O)c2c(CC)n[nH]c2C1 (centres undefined)
69 | -15 | -1 | CC(C)N(CCNc1ccnc(-c2ccc(C(N)=O)cc2)n1)C(C)C
70 | · | 3 | COc1ccc(NC(=O)C(=O)NCCC(C)C)cc1
71 | -5 | 33 | NC(=O)c1ccc(-c2cccc(C(=O)NCc3cccnc3)c2)cc1
72 | 17 | 3 | Cc1cc(Nc2ccc(N3CCOCC3)cc2)nc(NC2CCC(O)CC2)n1 (centres undefined)
73 | -12 | -2 | Cn1c(Nc2nc3ccc(C(=O)NCCCN4CCCC4=O)cc3s2)nc2ccccc21
74 | -15 | -16 | OC1CCC(Nc2nc(NCc3cccc(C(F)(F)F)c3)c3ncn(-c4ccccc4)c3n2)CC1 (centres undefined)
75 | 2 | 2 | COc1cc(NC(=O)c2ccnc(-c3ccc(C(=O)NC4CC4)cc3)c2)cc(OC)c1OC
76 | -11 | -2 | Cc1cc(NCCN2CCOCC2)nc(-c2csc3ccccc23)n1
77 | · | -3 | CN1C(=O)Cc2cc(NS(=O)(=O)Cc3cccc(Cl)c3)ccc21
78 | -12 | -28 | Nc1nccc(-c2ccc3nc(C4COc5ccc(C(=O)NCc6cccs6)cc5C4)[nH]c3c2)n1 (centres undefined)
79 | · | 1 | Cc1nn(C(=O)Cc2ccc(F)cc2)c(C)c1Br
80 | 15 | 30 | O=C(Nc1ccc2c(c1)OCO2)c1cnc(NCc2ccc3c(c2)OCO3)s1
81 | -5 | -8 | Cn1nccc1Nc1nc(C(=O)NCCCN2CCCC2=O)cs1
82 | · | -28 | O=C(CSc1nccn1C1CCCCC1)Nc1cccc(Cl)c1
83 | -61 | -33 | CC(=O)Nc1ccc(NC(=O)c2ccc3nc(-c4ccc(N5CCN(C)CC5)cc4)sc3c2)cc1
84 | -3 | 8 | COc1ccc(-c2cccc(C(=O)NCCN(C(C)C)C(C)C)n2)cn1
85 | 7 | 9 | CC(=O)c1ccc2c(c1)CC(C(=O)Nc1ccc(-c3cn[nH]c3)cc1OCCN(C)C)CO2 (centres undefined)
86 | 11 | -2 | Cn1nccc1Nc1nc(NC2CC2)c2[nH]cnc2n1
87 | 2 | 0 | Cc1noc(C)c1-c1cccc(C(=O)NCCOc2ccccc2)c1
88 | · | -5 | Cc1ccc(-c2cncc(-c3cc(N4CCCCC4)nc(C)n3)c2)cc1
89 | -3 | 22 | CC(C)n1cnc2c(Nc3ccccc3)nc(-c3cccc(N)c3)nc21
90 | 16 | 52* | Cc1cnc(-c2ccc(N3CCOCC3)nc2)nc1Nc1ccc(N2CCOCC2)cc1
91 | · | 2 | CCOC(=O)/C(C#N)=N/Nc1cc(C)ccc1C
92 | -15 | -2 | COc1cc2nc(-c3ccc(N4CCOCC4)nc3)nc(NCc3cccnc3)c2cc1OC
93 | -7 | -1 | COc1ccc(CC(=O)Nc2cnn(-c3cccc(C(=O)Nc4ccc(N5CCOCC5)cc4)c3)c2)cc1
94 | 2 | 7 | COc1ccc(-c2nc(NCCN(C(C)C)C(C)C)nc(OC)n2)cc1
95 | 36* | 12 | c1cc(-n2cnc3c(Nc4ccc5c(c4)OCO5)nc(N4CCN(Cc5ccc6c(c5)OCO6)CC4)nc32)cs1
96 | 8 | 22 | NC(=O)c1ccc(Nc2nccc(-c3ccccc3)n2)cc1
97 | 0 | 8 | Cc1cc(NCCN2CCOCC2)nc(-c2ccc(N3CCOCC3)nc2)n1
98 | -25 | 0 | CC(=O)Nc1ccc(Nc2cc(NCc3cccnc3)ncn2)cc1
99 | 10 | 17 | Cc1cnc(Nc2ccccc2)nc1NC1CC1
100 | · | -6 | CCCC1=NN(C(=O)c2ccc(C)o2)C(O)(C(F)(F)F)C1 (centres undefined)

# Source: PubChem BioAssay
